Compound activity as filed in PubChem BioAssay.
PG9 binder: small molecules binding HIV-1 gp120 antibody PG9; TR-FRET gp120-PG9 antibody binding; inhibition, % at 6.7 µM; 360,000 compounds, 0.43% hits; in the data active = inhibition above about 8.5%
TDP2 absorb: TDP2 (human) inhibition, absorbance primary screen | O95551 | recombinant TDP2, T5PNP hydrolysis, p-nitrophenol absorbance 415 nm | inhibition, % at 12.8 µM | 370,000 compounds, 0.34% hits | AID 720702;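 active = inhibition above the mean of all tested compounds plus 3 SD, set per campaign, cut at about 25% in these data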;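 note: 0% = DMSO with enzyme and 100% = buffer with substrate but no TDP2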
Target sequence (O95551 whole entry, looked up): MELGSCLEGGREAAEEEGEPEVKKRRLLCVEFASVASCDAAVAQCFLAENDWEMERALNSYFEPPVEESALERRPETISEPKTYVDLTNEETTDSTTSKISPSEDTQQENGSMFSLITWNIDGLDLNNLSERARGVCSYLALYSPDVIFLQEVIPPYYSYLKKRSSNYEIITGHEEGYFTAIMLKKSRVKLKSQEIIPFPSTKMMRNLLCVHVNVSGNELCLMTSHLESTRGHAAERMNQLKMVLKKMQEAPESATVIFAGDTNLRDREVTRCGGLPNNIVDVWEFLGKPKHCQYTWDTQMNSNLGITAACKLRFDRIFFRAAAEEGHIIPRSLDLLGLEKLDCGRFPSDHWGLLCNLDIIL
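System: recombinant human TDP2 / Amount: 120 nM TDP2 per well / Also added: 5 mM T5PNP chromogenic substrate / Doses: 12.8 µM single point, 1% DMSO / Incubation: 2 h at 37 °C / Detection: p-Nitrophenol epi absorbance / Evaluation: % inhibition relative to enzyme-containing and enzyme-free wells / Repeats: singlicate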
rCAG RNA binder: r(CAG) repeat RNA binding; AID 651821; TO-PRO-1 dye displacement fluorescence; 370,000 compounds, 1.3% hits; inhibition, % at 3 µM;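 active = inhibition above the plate cutoff, the mean of all test compounds on that plate plus 3 SD, cut at about 35% in these data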;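 note: 0% = DMSO alone and 100% = 100 µM mitoxantrone as full dye displacement; higher means more dye released from RNA so lower well fluorescence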
PRMT1 FP inh: PRMT1 (human) inhibition, primary screen; Q99873; recombinant PRMT1, activity-based probe fluorescence polarization; inhibition, % at 2.79 µM; 370,000 compounds, 1.3% hits;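 active = inhibition above about 21% made by adding two undisclosed values, limit read from the data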
Target sequence (Q99873 whole entry, looked up): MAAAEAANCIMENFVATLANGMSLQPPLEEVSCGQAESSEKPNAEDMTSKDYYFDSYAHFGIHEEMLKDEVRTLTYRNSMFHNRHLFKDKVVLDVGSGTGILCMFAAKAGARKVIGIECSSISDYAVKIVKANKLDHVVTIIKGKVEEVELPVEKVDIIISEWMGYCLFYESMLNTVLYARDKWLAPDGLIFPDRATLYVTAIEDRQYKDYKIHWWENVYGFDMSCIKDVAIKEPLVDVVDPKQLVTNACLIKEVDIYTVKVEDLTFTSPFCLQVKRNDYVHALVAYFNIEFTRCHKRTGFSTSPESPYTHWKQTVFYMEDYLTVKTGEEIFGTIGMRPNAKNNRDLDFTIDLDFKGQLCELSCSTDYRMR
HTRA1 inhibitor: blocks human HTRA1 serine peptidase. 340,000 compounds, 0.5% hits. recombinant HTRA1, FP-rhodamine activity-based probe, fluorescence polarization. inhibition, % at 5.96 µM. Q92743. AID 504803; in the data active = inhibition above about 36%;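 note: 0% = enzyme with DMSO and 100% = wells lacking enzyme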
ABHD4 inh: ABHD4 (mouse) inhibition, primary FP screen | purified mABHD4, FP-Rh probe fluorescence polarization | Q8VD66 | inhibition, % at 8.92 µM | 370,000 compounds, 0.54% hits;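 active = inhibition exceeding the mean over every tested compound plus 3 SD, cut at about 30% in these data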;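 note: 0% = plate median of compound wells and 100% = S159A mutant with DMSO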
Target sequence (Q8VD66 whole entry, looked up): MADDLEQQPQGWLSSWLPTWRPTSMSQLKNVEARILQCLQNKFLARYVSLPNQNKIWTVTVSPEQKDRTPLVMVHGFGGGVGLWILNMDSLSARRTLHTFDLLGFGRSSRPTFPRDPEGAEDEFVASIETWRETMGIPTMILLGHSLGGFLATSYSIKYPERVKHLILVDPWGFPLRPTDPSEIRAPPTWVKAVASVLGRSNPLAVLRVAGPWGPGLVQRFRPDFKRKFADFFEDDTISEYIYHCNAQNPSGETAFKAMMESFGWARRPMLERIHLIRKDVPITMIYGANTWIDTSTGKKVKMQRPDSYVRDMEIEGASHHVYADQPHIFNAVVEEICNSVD
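Doses – 8.92 µM, single dose · Material – wild-type mouse ABHD4 protein · Replication – single well per compound (singlicate) · Measure – percent inhibition of probe binding, normalized to plate controls · Schedule – 45 min compound pre-incubation plus 60 min probe step, 25 °C · Detection – fluorescence polarization with parallel and perpendicular emission, 525/598 nm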
SIAE inh: human SIAE inhibition, primary screen. SIAE FP-Rh probe binding, fluorescence polarization. inhibition, % at 9.66 µM. 370,000 compounds, 0.69% hits. AID 1053197;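 active = inhibition above a cutoff: mean of compounds within the control limits plus 3 SD of those, cut at about 17% in these data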;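 note: 0% = plate median of compound wells and 100% = probe without SIAE protein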
TCR-CD3 inh: inhibitors of human TCR-CD3 interaction; TAMRA-labeled TCR probe fluorescence, biochemical; inhibition, % at 9.4 µM; 360,000 compounds, 0.37% hits; AID 651800; in the data active = inhibition above about 19%;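 note: recombinant mutant TCR 2C K166C tagged with TAMRA read by polarization; 0% = receptor in buffer alone and 100% = receptor with positive control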
NR1D1 modulator: modulates human Rev-erb alpha binding to DNA; P20393; Rev-erbα–FITC-DNA binding, fluorescence polarization, 90 min; activity, % at 10 µM; 370,000 compounds, 0.79% hits; AID 1259318;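 active = activity above about 14%, limit read from the data; passing the limit was not always enough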;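 note: 0% = DMSO wells with 35 nM protein and 100% = DMSO wells with 750 nM protein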
LEDGF integ inh: blocks HIV-1 LEDGF/p75-dependent DNA integration | TR-FRET IN-LEDGF/p75 DNA integration, Eu/Cy5 | inhibition, % at 3.7 µM | AID 743269 | 370,000 compounds, 0.64% hits;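 active = inhibition above the screen-wide mean plus 3 SD, cut at about 13% in these data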;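 note: signal is the Cy5 over europium emission ratio at 671 and 618 nm; 0% = plate median of compound wells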
* hit, by the source's call. A portion of the library; rates above refer to the full screens.

Preview:
`COc1cc(OC)cc(C(=O)N2CCN(Cc3ccc4c(c3)OCO4)CC2)c1` gave PG9 binder -0.8, TDP2 absorb 17, rCAG RNA binder -9, PRMT1 FP inh 2, HTRA1 inhibitor -5, ABHD4 inh 12, SIAE inh -1, TCR-CD3 inh -6, NR1D1 modulator -5 and LEDGF integ inh -3.
For C[C@]12CC[C@H](OC(=O)CCC(=O)O)CC1=CCC1C2CC[C@@]2(C)C1CC[C@@H]2N (stereo not given in full) the results were PG9 binder 0.7, TDP2 absorb -5, rCAG RNA binder 1, PRMT1 FP inh 5, HTRA1 inhibitor 4, ABHD4 inh -11, SIAE inh -3, TCR-CD3 inh -7, NR1D1 modulator -1 and LEDGF integ inh 2.

This part in full (from the top)
`COc1cc(OC)cc(C(=O)N2CCN(Cc3ccc4c(c3)OCO4)CC2)c1` gave PG9 binder -0.8, TDP2 absorb 17, rCAG RNA binder -9, PRMT1 FP inh 2, HTRA1 inhibitor -5, ABHD4 inh 12, SIAE inh -1, TCR-CD3 inh -6, NR1D1 modulator -5 and LEDGF integ inh -3.
For C[C@]12CC[C@H](OC(=O)CCC(=O)O)CC1=CCC1C2CC[C@@]2(C)C1CC[C@@H]2N (stereo not given in full) the results were PG9 binder 0.7, TDP2 absorb -5, rCAG RNA binder 1, PRMT1 FP inh 5, HTRA1 inhibitor 4, ABHD4 inh -11, SIAE inh -3, TCR-CD3 inh -7, NR1D1 modulator -1 and LEDGF integ inh 2.
`CNc1nc2c(c(=O)n(C)c(=O)n2C)n1Cc1ccccc1` gave PG9 binder -0.7, TDP2 absorb 2, rCAG RNA binder -1, PRMT1 FP inh -1, HTRA1 inhibitor 10, ABHD4 inh 2, SIAE inh -1, TCR-CD3 inh 6, NR1D1 modulator -3 and LEDGF integ inh 1.
CN(c1cccc(NC(=O)CSc2ccc(Cl)cc2)c1)S(C)(=O)=O was read as PG9 binder -1.0, TDP2 absorb 7, rCAG RNA binder 4, PRMT1 FP inh 2, HTRA1 inhibitor -7, ABHD4 inh -4, SIAE inh -6, TCR-CD3 inh -1, NR1D1 modulator -1 and LEDGF integ inh -3.
`COc1ccc(NC(=O)c2c([N+](=O)[O-])c(C(C)(C)C)nn2C)cc1` gave PG9 binder -2.0, TDP2 absorb 6, rCAG RNA binder -2, PRMT1 FP inh -2, HTRA1 inhibitor -5, ABHD4 inh 0, SIAE inh 4, TCR-CD3 inh 0, NR1D1 modulator -2 and LEDGF integ inh 2.
`CCCCCCC(=O)NC1CCCCN(C)C1=O` (stereo not given) gave PG9 binder -0.4, TDP2 absorb -1, rCAG RNA binder 1, PRMT1 FP inh 0, ABHD4 inh -1, SIAE inh 4, TCR-CD3 inh 6, NR1D1 modulator 0 and LEDGF integ inh 0.
`CC(NC(=O)c1ccc(S(=O)(=O)Nc2ccccc2Cl)cc1)c1ccncc1` (stereo not given) gave PG9 binder 0.4, TDP2 absorb 6, rCAG RNA binder 6, PRMT1 FP inh -4, HTRA1 inhibitor -6, ABHD4 inh 0, SIAE inh 3, TCR-CD3 inh 5, NR1D1 modulator 7 and LEDGF integ inh -5.
O=S1(=O)CCC(NC(=S)Nc2ccc(Cl)cc2)C1 (stereo not given) was read as PG9 binder -1.9, TDP2 absorb -3, rCAG RNA binder 2, PRMT1 FP inh 1, HTRA1 inhibitor 5, ABHD4 inh -6, SIAE inh 14, TCR-CD3 inh 3, NR1D1 modulator 3 and LEDGF integ inh 1.
CCN1C(=NCC(C)C)N[C@@H](c2cccc(F)c2)C(C(=O)OC)=C1C was read as PG9 binder -1.0, TDP2 absorb -8, rCAG RNA binder 2, PRMT1 FP inh -2, HTRA1 inhibitor -1, ABHD4 inh 4, SIAE inh 1, TCR-CD3 inh 4, NR1D1 modulator -2 and LEDGF integ inh 2.
For O=C(NNC(=O)c1ccco1)c1cccc(Br)c1 the results were PG9 binder 0.5, TDP2 absorb 1, rCAG RNA binder 0, PRMT1 FP inh -3, HTRA1 inhibitor -3, ABHD4 inh 1, SIAE inh 2, TCR-CD3 inh 3, NR1D1 modulator 5 and LEDGF integ inh 0.
`CCCCc1nnc(NC(=O)C2CC(=O)N(c3ccc4c(c3)OCCO4)C2)s1` (stereo not given) gave PG9 binder 0.8, TDP2 absorb 1, rCAG RNA binder 0, PRMT1 FP inh -2, HTRA1 inhibitor 0, ABHD4 inh 7, SIAE inh 2, TCR-CD3 inh 5, NR1D1 modulator 5 and LEDGF integ inh 0.
For CCOc1cc(C2C(C(=O)O)c3cc(OCC)c(OCC)cc3C(=O)N2C)ccc1O (stereo not given) the results were PG9 binder 1.4, TDP2 absorb -4, rCAG RNA binder 2, PRMT1 FP inh -1, HTRA1 inhibitor 4, ABHD4 inh -3, SIAE inh -3, TCR-CD3 inh 4, NR1D1 modulator -3 and LEDGF integ inh -1.
Screening O=C(CSc1n[nH]c(-c2ccccc2)n1)NC(=O)NCc1ccco1 returned PG9 binder -1.5, TDP2 absorb -13, rCAG RNA binder 10, PRMT1 FP inh 1, HTRA1 inhibitor -10, ABHD4 inh -6, SIAE inh -8, TCR-CD3 inh 10, NR1D1 modulator -14 and LEDGF integ inh 2.
Screening COC(=O)c1ccccc1C(=O)c1cccc2ccccc12 returned PG9 binder -1.2, TDP2 absorb -22, rCAG RNA binder -3, PRMT1 FP inh 0, HTRA1 inhibitor -9, ABHD4 inh -6, SIAE inh 3, TCR-CD3 inh -1, NR1D1 modulator 4 and LEDGF integ inh 4.
CC(C)(O)C#Cc1ccc(CN2CCN(Cc3ccccc3)C(CCO)C2)cc1 (stereo not given) was read as PG9 binder -2.1, TDP2 absorb -1, rCAG RNA binder -12, PRMT1 FP inh -2, HTRA1 inhibitor 11, ABHD4 inh -8, SIAE inh 0, TCR-CD3 inh 5, NR1D1 modulator -5 and LEDGF integ inh 2.
CCOc1ccc(-n2c(SCC(=O)c3ccccc3Cl)nnc2-c2ccncc2)cc1 was read as TDP2 absorb -4, rCAG RNA binder 6, PRMT1 FP inh -4, ABHD4 inh -9, SIAE inh 4, NR1D1 modulator -2 and LEDGF integ inh 5.
Cc1cn([C@H]2C[C@H](O)[C@@H](CNC(=O)CNC(=O)CN)O2)c(=O)[nH]c1=O was read as PG9 binder 0.1, TDP2 absorb 4, rCAG RNA binder 1, PRMT1 FP inh 1, HTRA1 inhibitor 10, ABHD4 inh 1, SIAE inh -1, TCR-CD3 inh 0, NR1D1 modulator -10 and LEDGF integ inh 3.
Nc1ncc2c(n1)-c1ccccc1CC2 was read as PG9 binder 0.6, TDP2 absorb 8, rCAG RNA binder -3, PRMT1 FP inh -1, HTRA1 inhibitor 4, ABHD4 inh 1, SIAE inh 1, TCR-CD3 inh -4, NR1D1 modulator -6 and LEDGF integ inh -1.
For Cc1nc2nc(-c3ccccc3)cc(=O)n2[nH]1 the results were PG9 binder -0.2, TDP2 absorb 3, rCAG RNA binder 0, PRMT1 FP inh -5, HTRA1 inhibitor 1, ABHD4 inh 1, SIAE inh 3, TCR-CD3 inh 0, NR1D1 modulator 4 and LEDGF integ inh 1.
`COc1cc(C(=O)Nc2ccc(C(=O)c3cccs3)cc2)cc(OC)c1OC` gave PG9 binder 0.0, TDP2 absorb 0, rCAG RNA binder 7, PRMT1 FP inh 3, HTRA1 inhibitor -26, ABHD4 inh -16, SIAE inh -23, TCR-CD3 inh 7, NR1D1 modulator -1 and LEDGF integ inh -3.
`C[C@H](CO)N1C[C@H](C)[C@H](CN(C)S(=O)(=O)c2ccccc2)Oc2c(NS(C)(=O)=O)cccc2C1=O` gave PG9 binder 0.6, TDP2 absorb 4, rCAG RNA binder -1, PRMT1 FP inh 0, HTRA1 inhibitor 6, ABHD4 inh 10, SIAE inh -3, TCR-CD3 inh -2, NR1D1 modulator 2 and LEDGF integ inh 1.
For COC(=O)CNC(=O)c1ccc2c(c1)S(=O)(=O)c1ccccc1C2=O the results were PG9 binder -3.3, TDP2 absorb -4, rCAG RNA binder 3, PRMT1 FP inh 0, HTRA1 inhibitor 0, ABHD4 inh 2, SIAE inh -3, TCR-CD3 inh 8, NR1D1 modulator 5 and LEDGF integ inh 1.
Screening O=C(COC(=O)C1CC2C=CC1C2)NCCc1ccccc1 (stereo not given) returned PG9 binder -1.5, TDP2 absorb 14, rCAG RNA binder -6, PRMT1 FP inh 0, HTRA1 inhibitor 9, ABHD4 inh -3, SIAE inh -1, TCR-CD3 inh -4, NR1D1 modulator -3 and LEDGF integ inh -5.
`CCOc1ccc(C(C(=O)NC2CCCCC2)N(C(=O)c2csnn2)C2CC2)cc1` (stereo not given) gave PG9 binder -1.9, TDP2 absorb -6, rCAG RNA binder -2, PRMT1 FP inh -1, HTRA1 inhibitor -4, ABHD4 inh 2, SIAE inh -1, TCR-CD3 inh 0, NR1D1 modulator 4 and LEDGF integ inh 0.
C#CC[N+](C)(C)CC#Cc1ccc(C)cc1 was read as PG9 binder -0.1, TDP2 absorb 2, rCAG RNA binder 0, PRMT1 FP inh 4, HTRA1 inhibitor 2, ABHD4 inh 3, SIAE inh -5, TCR-CD3 inh -1, NR1D1 modulator 1 and LEDGF integ inh 1.
For COc1cccc(C(=O)OC(C)C(=O)Nc2ccc3c(c2)OCO3)c1 (stereo not given) the results were PG9 binder -0.7, TDP2 absorb 6, rCAG RNA binder 3, PRMT1 FP inh 3, HTRA1 inhibitor -1, ABHD4 inh 6, SIAE inh 19*, TCR-CD3 inh 4, NR1D1 modulator 4 and LEDGF integ inh 2.
For Cc1ccsc1C(=O)NNC(=O)c1ccncc1 the results were PG9 binder -2.6, TDP2 absorb 0, rCAG RNA binder 0, PRMT1 FP inh 31*, HTRA1 inhibitor 2, ABHD4 inh 3, SIAE inh -1, TCR-CD3 inh 6, NR1D1 modulator -2 and LEDGF integ inh 1.
COc1ccc(-c2csc(C(C)(O)c3ccc(F)c(F)c3)n2)cc1OC (stereo not given) was read as PG9 binder -1.4, TDP2 absorb -1, rCAG RNA binder -1, PRMT1 FP inh 0, ABHD4 inh -9, SIAE inh 2, TCR-CD3 inh 0, NR1D1 modulator 3 and LEDGF integ inh 1.
`O=C(Nc1nncs1)c1ccccc1Br` gave PG9 binder -0.1, TDP2 absorb -7, rCAG RNA binder 0, PRMT1 FP inh -1, HTRA1 inhibitor -7, ABHD4 inh 5, SIAE inh 3, TCR-CD3 inh 6, NR1D1 modulator 4 and LEDGF integ inh -4.
`NS(=O)(=O)c1ccc(CCNC(=O)c2ccc3c(c2)N(Cc2ccccc2)CCS3)cc1` gave PG9 binder 3.8, TDP2 absorb -12, rCAG RNA binder 7, PRMT1 FP inh 0, HTRA1 inhibitor -1, ABHD4 inh -1, SIAE inh -3, TCR-CD3 inh 7, NR1D1 modulator 39* and LEDGF integ inh 6.
`Clc1ccc(CN2CCN(c3ccccc3)CC2)cn1` gave PG9 binder -0.1, TDP2 absorb -2, rCAG RNA binder -4, PRMT1 FP inh -3, HTRA1 inhibitor 4, ABHD4 inh -1, SIAE inh -4, TCR-CD3 inh 7, NR1D1 modulator 2 and LEDGF integ inh -1.
`[O-][n+]1onc2c1CCc1nnccc1-2` gave PG9 binder 0.3, TDP2 absorb 3, rCAG RNA binder 0, PRMT1 FP inh -2, HTRA1 inhibitor 5, ABHD4 inh 3, SIAE inh 2, TCR-CD3 inh 5, NR1D1 modulator -4 and LEDGF integ inh 0.
